NRP1-CendR mod: NRP-1/CendR interaction modulation; O14786; FAM-RPARPAR peptide binding to NRP-1, fluorescence polarization; inhibition, % at 25 µM; 360,000 compounds, 0.85% hits; AID 602438;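 active = inhibition or corrected inhibition above about 18%, plus a signal ratio from 0.5 to 1.5, limit read from the data, passing the limit was not always enough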; note: strong numbers were not always called active
Target sequence (O14786 whole entry, looked up): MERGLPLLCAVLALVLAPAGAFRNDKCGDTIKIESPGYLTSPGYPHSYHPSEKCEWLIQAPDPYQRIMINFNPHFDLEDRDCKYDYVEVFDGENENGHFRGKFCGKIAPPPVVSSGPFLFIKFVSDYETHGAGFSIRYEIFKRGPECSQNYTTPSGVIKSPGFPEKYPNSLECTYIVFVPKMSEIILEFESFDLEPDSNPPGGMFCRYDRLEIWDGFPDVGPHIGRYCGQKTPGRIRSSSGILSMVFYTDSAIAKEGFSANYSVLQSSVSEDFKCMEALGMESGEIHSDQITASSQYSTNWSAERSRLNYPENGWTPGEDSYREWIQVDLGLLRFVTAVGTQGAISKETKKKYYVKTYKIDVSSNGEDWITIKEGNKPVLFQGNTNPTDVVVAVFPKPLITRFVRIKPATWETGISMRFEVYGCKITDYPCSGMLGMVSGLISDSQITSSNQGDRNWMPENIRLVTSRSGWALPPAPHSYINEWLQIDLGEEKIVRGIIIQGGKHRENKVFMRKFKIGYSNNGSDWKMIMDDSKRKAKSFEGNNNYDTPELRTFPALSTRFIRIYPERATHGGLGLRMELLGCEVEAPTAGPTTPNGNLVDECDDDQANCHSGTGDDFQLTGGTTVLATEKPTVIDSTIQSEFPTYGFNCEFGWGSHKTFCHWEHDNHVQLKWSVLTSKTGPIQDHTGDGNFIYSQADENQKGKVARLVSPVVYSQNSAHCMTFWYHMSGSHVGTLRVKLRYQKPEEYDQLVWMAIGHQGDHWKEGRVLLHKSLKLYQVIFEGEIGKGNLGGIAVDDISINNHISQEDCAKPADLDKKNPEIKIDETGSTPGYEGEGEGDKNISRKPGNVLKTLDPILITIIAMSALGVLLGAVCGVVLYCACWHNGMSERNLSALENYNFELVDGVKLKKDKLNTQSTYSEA
MsrA inh: inhibitors of bovine MsrA | purified bovine MsrA, absorbance read-out | inhibition, % at 15.5 µM | 360,000 compounds, 0.75% hits | AID 651718; in the data active = inhibition above about 4.5%;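 note: 0% = vehicle wells with enzyme and 100% = reference inhibitor wells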
Scp1 inh: Scp-1 (human) phosphatase inhibition; Q9GZU7; Recombinant Scp1, phosphopeptide, malachite green phosphate absorbance; inhibition, % at 20 µM; 340,000 compounds, 0.88% hits;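 active = inhibition above about 50% at 20 µM, limit read from the data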;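 note: plate controls were DMSO wells with enzyme for no effect and wells lacking enzyme for full effect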
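Incubation: 45 min enzyme reaction at room temperature / System: truncated SCP-1 phosphatase (76-261aa) / Reagent: Phospho 17-mer peptide substrate / Buffer or medium: Acidic Tris acetate buffer with magnesium and detergent / Signal: absorbance at 630 nm / Doses: one concentration, 20 µM, with 1.0% DMSO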
eLon inh: E. coli protease La inhibition. 360,000 compounds, 0.42% hits. P0A9M0. inhibition, % at 7.94 µM. purified E. coli Lon protease, fluorescence polarization; in the data active = inhibition above about 13%, passing the limit was not always enough;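 note: 0% = enzyme with probe and DMSO and 100% = no enzyme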
Tb MetRS inh: blocks T. brucei methionyl-tRNA synthetase activity. purified T. brucei MetRS, ATP depletion, Kinase-Glo luminescence. inhibition, % at 11.9 µM. 360,000 compounds, 0.4% hits. AID 624268;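 active = inhibition above a per-plate cutoff of the control wells' mean inhibition plus 3 SD, cut at about 5.5% in these data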;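 note: 0% = DMSO wells median and 100% = median of wells with control inhibitor compound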
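Material – parasite MetRS enzyme · Medium – HEPES-MgCl2-KCl buffer plus DTT, spermine, BSA, pyrophosphatase · Reagent – ATP, methionine and E. coli bulk tRNA substrates · Times – 15 min enzyme-compound preincubation, 2 h reaction, 10 min detection, 25 °C · Measured by – luminescence of leftover ATP · Evaluation – percent inhibition relative to median high and low control wells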
LMPTP inh: blocks human LMPTP phosphatase | P24666 | recombinant LMPTP-A, OMFP fluorogenic substrate, fluorescence intensity | inhibition, % at 20 µM | 360,000 compounds, 0.22% hits;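 active = compounds that cut the enzyme signal by at least half of the control window in the single-dose screen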;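 note: plate controls were DMSO wells with enzyme plus substrate for no effect and substrate without enzyme for full effect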
Target sequence (P24666 whole entry, looked up): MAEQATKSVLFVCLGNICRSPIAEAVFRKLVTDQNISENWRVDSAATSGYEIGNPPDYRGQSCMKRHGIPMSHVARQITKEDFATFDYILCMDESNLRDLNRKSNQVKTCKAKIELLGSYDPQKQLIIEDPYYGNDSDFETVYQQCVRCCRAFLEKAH
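Test system: LMPTP-A phosphatase enzyme; input: 0.625 nM LMPTP-A final; reagent: OMFP substrate, 400 µM final; compound dosing: 20 µM single dose, 3% DMSO; incubation: 50 min dark incubation at room temperature; measured by: endpoint fluorescence intensity from OMFP dephosphorylation; measure: % inhibition relative to no-enzyme and uninhibited control wells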
SUMO1 PPI mod: modulators of human SUMO1-mediated protein-protein interactions; SUMO1 binding to a labelled peptide, TR-FRET, 1 h; inhibition, % at 20 µM; 360,000 compounds, 0.33% hits; AID 602429; in the data active = inhibition above about 37%
bovine MsrA act: activators of bovine methionine sulfoxide reductase A. purified bovine MsrA, absorbance read-out. 360,000 compounds, 0.3% hits. activation, % at 10.6 µM; in the data active = activation above about 7.5%;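 note: 0% = vehicle and 100% = reference activator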
DNMT1 block: blocks human DNA methyltransferase DNMT1 | AID 588458 | P26358 | DNMT1 molecular beacon, Hinp1I cleavage, fluorescence | inhibition (reported as % activation of signal), % at 10 µM | 360,000 compounds, 0.83% hits; in the data active = inhibition above about 50%
STEP inh: blocks human striatal-enriched tyrosine phosphatase; P54829; recombinant STEP, OMFP fluorogenic substrate, fluorescence; inhibition, % at 20 µM; 360,000 compounds, 0.25% hits; AID 588621;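 active = inhibition at 20 µM, scaled per plate between control wells, above about 37%, limit read from the data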;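 note: 0% = DMSO with enzyme and substrate and 100% = substrate only without enzyme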
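System: STEP phosphatase, cell-free reaction; Buffer or medium: Bis-Tris pH 6.0 buffer with DTT, detergent; Incubation: 20 min at room temperature, dark; Measured by: fluorescence, 480/540 nm.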
* marks the source's active call; other numbers are inactive results; x = not tested or not shown. Compounds were not picked by outcome; about 4.3% have a hit in one of these screens.

SMILES	NRP1-CendR mod	MsrA inh	Scp1 inh	eLon inh	Tb MetRS inh	LMPTP inh	SUMO1 PPI mod	bovine MsrA act	DNMT1 block	STEP inh
O=C(NNc1ccc(Cl)cc1)C1CCC1	-3.0	0.0	-10.8	-7.6	-0.8	-2.2	5.3	-1.5	0.3	-2.1
CCOC(=O)c1[nH]c2ccccc2c1NC(=O)c1ccc(S(=O)(=O)N(C)C)cc1	-14.1	0.3	-4.5	5.6	-0.3	-0.5	-6.7	-0.5	-4.3	-1.3
Brc1ccccc1OCCNCc1ccccc1	8.6	-0.3	-8.0	-10.2	0.1	-0.9	0.2	-0.9	4.2	1.1
COc1ccc(N2CCN(C(=O)CSc3nnc(C)c(=O)[nH]3)CC2)cc1	1.5	0.0	1.5	0.5	-1.5	-1.0	-4.1	-6.2	-0.3	-2.4
Cc1ccc(C2=NC(C)(C)N=C2SCC(=O)Nc2ccc(Cl)cc2)cc1	-5.6	-0.3	-1.3	-2.3	-1.7	1.7	-1.3	-3.6	-8.2	-2.7
Cc1cnc(CNC(=O)CC2C(=O)NCCN2Cc2ccccc2C(F)(F)F)cn1 (centres undefined)	7.1	0.1	-4.5	14.2	0.8	-1.3	-3.4	-1.3	-4.6	-4.7
CC(C)(C)NC(=O)CSc1nc2ccc(Nc3nc(N4CCOCC4)nc(N4CCOCC4)n3)cc2s1	-1.1	1.5	-6.0	-4.6	-1.3	2.3	4.7	-5.2	-14.3	1.0
CC(C)(C)C(=O)N1N=C(c2ccc(NS(C)(=O)=O)cc2)CC1c1cccs1 (centres undefined)	-13.8	0.7	-5.1	12.1	-0.6	0.7	-4.7	-9.0	-4.8	-3.1
Cc1ccc(-c2csc(NC(=O)CSc3ncn(-c4ccccc4)n3)n2)cc1	8.1	-0.1	-6.0	15.8	0.2	1.4	-1.3	-0.9	-2.9	0.5
Cc1ccc(NC(=O)CN2C(=O)N/C(=C/c3ccc(C)o3)C2=O)cc1	5.0	0.8	3.6	6.8	-0.4	-1.8	-10.2	-8.9	1.6	-2.9
CC(C)CCCN1CCN=C1Nc1ccccc1	11.9	-0.1	-0.2	-19.2	-0.2	-1.1	6.0	0.2	5.2	-0.6
COc1cc(OC)c(NS(=O)(=O)c2ccc3c(c2)NC(=O)CO3)cc1Cl	2.5	-0.9	-61.5	-0.9	-0.1	0.6	5.8	-1.5	-2.5	-2.6

Next part (five carried over from the part before).
SMILES	NRP1-CendR mod	MsrA inh	Scp1 inh	eLon inh	Tb MetRS inh	LMPTP inh	SUMO1 PPI mod	bovine MsrA act	DNMT1 block	STEP inh
CC(C)(C)C(=O)N1N=C(c2ccc(NS(C)(=O)=O)cc2)CC1c1cccs1 (centres undefined)	-13.8	0.7	-5.1	12.1	-0.6	0.7	-4.7	-9.0	-4.8	-3.1
Cc1ccc(-c2csc(NC(=O)CSc3ncn(-c4ccccc4)n3)n2)cc1	8.1	-0.1	-6.0	15.8	0.2	1.4	-1.3	-0.9	-2.9	0.5
Cc1ccc(NC(=O)CN2C(=O)N/C(=C/c3ccc(C)o3)C2=O)cc1	5.0	0.8	3.6	6.8	-0.4	-1.8	-10.2	-8.9	1.6	-2.9
CC(C)CCCN1CCN=C1Nc1ccccc1	11.9	-0.1	-0.2	-19.2	-0.2	-1.1	6.0	0.2	5.2	-0.6
COc1cc(OC)c(NS(=O)(=O)c2ccc3c(c2)NC(=O)CO3)cc1Cl	2.5	-0.9	-61.5	-0.9	-0.1	0.6	5.8	-1.5	-2.5	-2.6
Cc1ccc(S(=O)(=O)NCCC(=O)NCC(c2cccs2)N(C)C)cc1C (centres undefined)	2.5	-0.8	-9.7	5.5	-0.1	-1.2	-0.4	-1.1	2.4	-5.7
CCn1ncc(/C=N\NC(=O)Cc2ccc([N+](=O)[O-])cc2)c1C	-11.6	0.9	5.4	8.3	-1.0	-2.2	-12.2	-4.4	3.3	0.7
O=C(CCS(=O)(=O)c1ccccc1)Nc1cccc(-c2nc3ccccc3s2)c1	5.3	2.0	-5.1	-5.7	0.0	4.0	12.9	-1.3	-8.8	-0.1
Cc1cc(F)ccc1-c1cc(C(=O)N2CCN(c3ccncc3)CC2)[nH]n1	1.6	0.3	x	-4.9	-0.1	-2.1	1.5	-2.3	8.2	-2.7
COc1ccc(Nc2nnc(C)c(=O)[nH]2)c(OC)c1	12.4	-0.4	-5.4	-7.0	-0.1	0.0	-3.5	-0.8	-1.7	-0.8
Cc1cccc(NC(=O)CN2C(=O)CSC2=O)c1	-11.4	-1.1	-5.2	2.4	-0.7	-2.1	1.1	-1.6	0.0	13.8
O=C(COc1ccccc1)NCC(c1ccco1)N1CCN(c2ccc(F)cc2)CC1 (centres undefined)	-6.7	0.5	-5.8	0.6	-0.5	0.6	5.4	-8.6	-0.9	2.6
CC(C)Nc1nc(C#N)nc(NC(C)C)n1	-3.1	0.5	-5.8	-1.6	-0.1	0.8	4.7	-2.6	2.8	9.7
CCc1sc(C(=O)N(CCOC)c2c(N)n(Cc3ccccc3)c(=O)[nH]c2=O)cc1C	-1.4	-0.5	x	-8.9	-0.3	-0.6	5.3	-3.2	2.5	-2.8
COC(=O)c1cc(Br)ccc1NC(=O)CSCc1c(C)noc1C	-10.5	-0.1	-10.2	-11.3	0.4	0.3	1.7	-1.8	-3.7	4.7
Cc1cc(C)cc(NC(=S)N(CCN2CCCCC2)Cc2ccco2)c1	-15.7	0.2	-5.2	9.9	-1.0	-1.4	-2.7	-3.7	0.8	-5.9
N#CC12CCCCC1CC1CCCCC1(C#N)N2CCO (centres undefined)	-1.6	-1.7	-2.0	2.0	-1.0	0.4	0.2	-1.8	-10.3	-3.0

Another view of part of the listing above.
SMILES,NRP1-CendR mod,MsrA inh,Scp1 inh,eLon inh,Tb MetRS inh,LMPTP inh,SUMO1 PPI mod,bovine MsrA act,DNMT1 block,STEP inh
COc1ccc(Nc2nnc(C)c(=O)[nH]2)c(OC)c1,12.4,-0.4,-5.4,-7.0,-0.1,0.0,-3.5,-0.8,-1.7,-0.8
Cc1cccc(NC(=O)CN2C(=O)CSC2=O)c1,-11.4,-1.1,-5.2,2.4,-0.7,-2.1,1.1,-1.6,0.0,13.8

(more compounds)
SMILES	NRP1-CendR mod	MsrA inh	Scp1 inh	eLon inh	Tb MetRS inh	LMPTP inh	SUMO1 PPI mod	bovine MsrA act	DNMT1 block	STEP inh
O=C(CC1C(=O)N(c2ccccc2)C(=O)N1C1CCCCC1)Nc1ccccc1 (centres undefined)	-8.9	0.3	-0.7	-6.7	-1.1	-2.1	2.9	-7.4	0.9	-2.0
COc1ccc(S(=O)(=O)N2CCOCC2)cc1C(=O)N1CCCCCC1	12.8	0.2	-8.3	-0.5	0.1	-1.5	-5.3	-6.6	1.1	-0.9
Cc1cc(Br)ccc1NC(=O)CNC(=O)CN(C)C1CCS(=O)(=O)C1 (centres undefined)	-0.4	-1.8	-2.3	6.2	-0.3	-1.2	1.6	0.1	0.0	-1.8
Clc1ccc(C(c2cccs2)N2CCNCC2)cc1 (centres undefined)	1.5	-0.2	x	-10.8	-0.1	-1.4	-6.7	-1.1	1.4	-1.3
CC(C)(C)c1ccc(C(=O)NCCC(=O)Nc2ccc(S(=O)(=O)Nc3nccs3)cc2)cc1	-18.8	-2.2	-4.9	1.6	-0.1	0.3	1.5	0.2	3.8	0.5
N#Cc1cc2c(nc1SCC(=O)N1CCOCC1)CCCCC2	1.6	-0.4	-0.4	13.4	-0.7	0.2	3.2	-2.1	5.9	-1.6
COc1ccccc1NC(=O)Cn1cnc2c(cnn2-c2ccccc2)c1=O	3.8	-0.8	-17.3	-9.1	-0.2	-0.7	-0.4	-2.2	0.9	-0.8
CCOC(=O)c1ccc(NC(=O)C2CC(=O)N(c3ccc4c(c3)OCCO4)C2)cc1 (centres undefined)	6.4	0.3	12.5	2.4	0.4	3.8	0.1	-2.2	-3.3	4.2
O=C(CCC1CCCCC1)NCCN1C2=NC[C@H](Cc3ccc(O)cc3)N2C[C@H]1Cc1ccc(O)cc1	16.5	0.9	-1.3	-8.4	-0.4	4.0	-21.5	-0.8	4.7	1.6
CC[n+]1cccc(-c2nc3ccccc3s2)c1	8.9	2.6	3.8	4.4	-0.4	-1.0	-21.4	-3.3	1.9	-2.9
CC(OC1=CC(=O)CCC1)C(=O)c1ccccc1 (centres undefined)	-1.5	1.0	-4.7	-0.2	-0.2	-2.2	-2.1	-2.1	-0.4	-1.5
O=C(NCCCN1CCOCC1)c1ccccc1N1C(=O)[C@@H]2Cc3c([nH]c4ccccc34)C(c3ccc(F)cc3)N2C1=O (some centres undefined)	-1.5	-0.9	-1.3	1.0	2.7	-0.9	1.5	2.7	-3.7	1.0
COC(=O)C1=C(C)Nc2nnnn2C1c1ccccc1Cl (centres undefined)	-7.3	-0.3	-8.5	-10.1	-0.4	-1.1	0.3	-2.1	-2.0	0.9
COc1ccc(NC(=O)CSc2ccccc2)cn1	3.9	-0.3	-5.3	1.0	-0.2	1.2	3.3	-1.8	-5.0	6.9
S=c1nc(C2CCCCC2)n(-c2ccccc2)[nH]1	-4.1	-0.6	-0.5	-9.2	0.4	0.6	1.7	-1.3	-0.2	-2.3
CCCCn1c(N)c(N(CCOC)C(=O)c2cc(-c3ccc(OC)cc3)nc3ccccc23)c(=O)[nH]c1=O	-7.2	2.0	-1.9	-4.9	-0.5	-1.5	-1.0	-3.3	-10.6	0.2
CC(/C=C/c1ccccc1)=N/NC(=O)c1cnccn1	8.7	1.2	-4.3	-2.3	-0.5	-2.9	-21.5	-0.1	3.8	1.3
O=C(/C=C/c1ccco1)NCC(=O)N/N=C/c1ccccc1[N+](=O)[O-]	-10.4	0.8	-0.9	4.0	-0.3	0.0	-12.3	-10.4	9.5	3.4
CCOC(=O)C1=C(O)C(=O)N(c2ccc(S(N)(=O)=O)cc2)C1c1ccc(Cl)cc1 (centres undefined)	-5.9	1.7	-14.9	-10.7	-0.4	0.0	-5.7	-1.8	1.9	1.9
COc1cc(OC)c2ccc(=O)oc2c1C(CCN1CCOCC1)c1ccc2c(c1)OCO2 (centres undefined)	-2.1	4.2	1.3	-6.9	-1.2	-0.6	-4.7	-2.7	60.9*	-1.2
CN(C)c1oc(-c2ccc(OCc3ccccc3)cc2)nc1C#N	10.9	2.8	-9.5	12.1	-1.5	4.0	-4.8	-7.8	-1.2	-2.8
O=C(NC1CCCCC1)N(CCN1CCOCC1)Cc1cc2cc3c(cc2[nH]c1=O)OCCO3	-5.5	2.5	-2.4	7.6	0.5	0.3	1.5	0.0	-1.4	-0.7
Cc1ccc(S(=O)(=O)NC2(C(F)(F)F)NC(=O)N(CCc3ccccc3)C2=O)cc1 (centres undefined)	11.7	0.7	-5.0	2.7	-0.6	0.1	2.6	-3.2	-0.4	-3.2

From PubChem BioAssay
